ASAP1 GAP inh – inhibitors of human ASAP1 ArfGAP activity, primary screen, biochemical, fluorescence polarization; Arf-GAP with SH3 domain, ANK repeat and PH domain-containing protein 1 (Homo sapiens), …; ASAP1-stimulated ARF1 GTP hydrolysis, GDP FP detection; inhibition, % at 16.5 µM; hit rate 0.19% among 360,000; in the data active = inhibition above about 25%;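 note: 0% = vehicle with enzyme and substrate and 100% = no enzyme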
mABHD4 FP – ABHD4 inhibitors, primary screen, biochemical, fluorescence polarization, mouse. hit rate 0.54% among 370,000. purified mABHD4, FP-Rh probe fluorescence polarization. inhibition, % at 8.92 µM. (Lyso)-N-acylphosphatidylethanolamine lipase (Mus musculus), Q8VD66. AID 720543, 2013;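 active = inhibition exceeding the mean over every tested compound plus 3 SD, cut at about 30% in these data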;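 note: 0% = plate median of compound wells and 100% = S159A mutant with DMSO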
Target sequence (Q8VD66 whole entry, looked up): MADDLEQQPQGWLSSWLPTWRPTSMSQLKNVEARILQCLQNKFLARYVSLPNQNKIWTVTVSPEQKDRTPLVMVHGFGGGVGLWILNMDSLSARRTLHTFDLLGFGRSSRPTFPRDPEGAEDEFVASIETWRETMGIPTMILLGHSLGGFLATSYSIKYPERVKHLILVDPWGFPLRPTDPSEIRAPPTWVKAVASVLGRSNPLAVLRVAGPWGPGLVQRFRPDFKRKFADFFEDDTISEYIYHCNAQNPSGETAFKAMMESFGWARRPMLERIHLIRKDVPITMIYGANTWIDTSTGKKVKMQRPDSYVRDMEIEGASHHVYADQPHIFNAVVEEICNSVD
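Assay system: Wild-type mouse ABHD4 protein | Medium: HEPES pH 7.0 buffer, 150 mM NaCl, 0.01% Pluronic F-127 | Incubation: Enzyme–compound pre-incubation 45 min, then probe 60 min, both 25 °C | Technique: Fluorescence polarization with parallel and perpendicular emission, 525/598 nm | Evaluation: % inhibition of FP-Rh probe binding versus controls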
rCAG binder – binders of r(CAG) RNA repeats, primary screen, biochemical, fluorescence; inhibition, % at 3 µM; r(CAG) RNA repeat, TO-PRO-1 dye displacement fluorescence; hit rate 1.3% among 370,000; AID 651821, 2012;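 active = inhibition above the plate cutoff, the mean of all test compounds on that plate plus 3 SD, cut at about 35% in these data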;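 note: 0% = DMSO alone and 100% = 100 µM mitoxantrone as full dye displacement; higher means more dye released from RNA so lower well fluorescence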
HTRA1 inh – HTRA1 serine protease inhibitors, primary screen, biochemical, fluorescence polarization, HTS; inhibition, % at 5.96 µM; recombinant HTRA1, FP-rhodamine activity-based probe; hit rate 0.5% among 340,000; Q92743; in the data active = inhibition above about 36%;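 note: 0% = enzyme with DMSO and 100% = wells lacking enzyme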
Target sequence (Q92743 whole entry, looked up): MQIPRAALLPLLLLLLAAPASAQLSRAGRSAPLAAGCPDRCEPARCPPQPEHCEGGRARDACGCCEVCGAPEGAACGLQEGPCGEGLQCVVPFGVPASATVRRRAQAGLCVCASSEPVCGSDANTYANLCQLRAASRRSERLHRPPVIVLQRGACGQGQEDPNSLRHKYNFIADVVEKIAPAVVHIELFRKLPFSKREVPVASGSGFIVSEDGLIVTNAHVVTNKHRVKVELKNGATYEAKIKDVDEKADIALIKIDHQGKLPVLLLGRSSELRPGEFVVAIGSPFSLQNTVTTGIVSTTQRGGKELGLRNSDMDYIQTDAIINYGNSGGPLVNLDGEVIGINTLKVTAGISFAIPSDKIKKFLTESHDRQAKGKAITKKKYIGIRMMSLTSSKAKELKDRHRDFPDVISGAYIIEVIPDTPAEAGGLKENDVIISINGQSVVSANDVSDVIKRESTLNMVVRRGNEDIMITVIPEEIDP
ARFGAP1 inhibitor – inhibitors of rat ARFGAP1 GAP activity, primary screen, biochemical, fluorescence polarization, GDP tracer; ADP-ribosylation factor GTPase-activating protein 1 (Rattus norvegicus), Q62848; inhibition, % at 16.5 µM; Arfgap1-stimulated ARF1 GTP hydrolysis, GDP FP detection; hit rate 0.26% among 360,000;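 active = inhibition above a per-plate limit, mean inhibition of low control wells plus 3 SD, cut at about 25% in these data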;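 note: 0% = DMSO wells with enzyme and 100% = wells lacking Arfgap1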
Target sequence (Q62848 1-136 limits assumed): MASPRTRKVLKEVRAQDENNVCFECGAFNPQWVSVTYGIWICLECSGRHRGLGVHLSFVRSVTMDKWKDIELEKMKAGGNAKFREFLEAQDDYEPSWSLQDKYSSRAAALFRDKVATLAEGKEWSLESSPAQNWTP
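Assay system: Rat Arfgap1 GAP domain (His6, aa 1-136), purified enzyme | Buffer or medium: HEPES 25 mM pH 7.5, NaCl 150 mM, MgCl2, DTT | Schedule: GTP hydrolysis reaction 2 h at 25 °C | Signal: FP of antibody-bound GDP Alexa 633 tracer, ex 620/em 688 nm | Measure: Percent inhibition of Arfgap1-stimulated GTP hydrolysis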
GC-B act – human GC-B receptor activators, primary screen, HEK293 GC-B cells, cGMP TR-FRET, EC30 CNP; Atrial natriuretic peptide receptor 2 (Homo sapiens), P20594; 0% at EC30 CNP, 100% saturating CNP; activation, % at 10 µM; hit rate 0.11% among 370,000; AID 1920062, 2024;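 active = activation at 10 µM reaching about 35% in either raw or pattern-adjusted values, limit read from the data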
SMARCA2 activ – SMARCA2 (BRM) function activators, primary screen, cell-based, luminescence, high throughput. MG213 cells, MMTV-luciferase reporter, dexamethasone, overnight. activation, % at 9.1 µM. hit rate 1% among 370,000. AID 652017, 2013; in the data active = activation above about 7.8%;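 note: 0% = vehicle wells and 100% = reference activator wells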
PG9 binder – binders of HIV-1 gp120 antibody PG9, primary screen, biochemical, TR-FRET; inhibition, % at 6.7 µM; TR-FRET gp120-PG9 antibody binding; hit rate 0.43% among 360,000; HIV-1 gp120 / PG9 antibody interaction; in the data active = inhibition above about 8.5%
NPR1 activator – GC-A stimulated cGMP production enhancers – HEK293 GC-A cells, cGMP TR-FRET, EC30 ANP, primary screen; Atrial natriuretic peptide receptor 1 (Homo sapiens), P16066; AID 1671463, 2021; hit rate 0.14% among 370,000; activation, % at 10 µM; 0% at EC30 ANP, 100% saturating ANP; in the data active = activation above about 40%
NR1D1 modulator – modulators of Rev-erb alpha DNA binding, primary screen, biochemical, FITC-DNA, fluorescence polarization, uHTS; Rev-erbα–FITC-DNA binding, 90 min; Nuclear receptor subfamily 1 group D member 1 (Homo sapiens), P20393; activity, % at 10 µM; hit rate 0.79% among 370,000; AID 1259318, 2017;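 active = activity above about 14%, limit read from the data; passing the limit was not always enough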;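 note: 0% = DMSO wells with 35 nM protein and 100% = DMSO wells with 750 nM protein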
Active calls of the source: *; nt = not tested or not shown.

molecule	ARFGAP1 inhibitor	rCAG binder	NR1D1 modulator	GC-B act	ASAP1 GAP inh	HTRA1 inh	PG9 binder	NPR1 activator	SMARCA2 activ	mABHD4 FP
CCOc1ccc(C2CC(=O)c3c([nH]c(C(=O)OC)c3C)C2)cc1OC (stereo unspecified)	11	-1	8	-3	3	-2	1.7	1	-1	6
O=C(O)c1cccc2[nH]c(C(F)(F)F)nc12	-13	3	0	-11	6	2	-1.0	8	2	1
O=C(c1cc2cc(Br)ccc2o1)N1CCN(c2ccccc2)CC1	16	6	0	4	16	-6	-0.6	0	8.1*	-1
CCN1C(=O)/C(=C\N(C)C)S/C1=N\S(=O)(=O)c1ccccc1	7	-3	-3	4	-16	1	-0.3	5	-3	-4
CC(C)C[C@H]1COc2cc(NCc3ccc(Cl)c(Cl)c3)ccc2S(=O)(=O)N1	-4	2	17*	1	-4	nt	5.8	-5	-2	-5
CCOc1ccc(S(=O)(=O)N2CCCCC2)cc1NC(=O)C1CCC1	10	-5	2	-2	5	2	-0.1	2	-2	-12
O=C(Cn1nc(Cc2cccnc2)c2ccccc2c1=O)Nc1cccnc1Cl	-6	-7	1	1	3	12	-1.7	3	-2	3
COc1cc(/C=C2\C(=N)N3N=C(C)SC3=NC2=O)cc(Cl)c1OCCOc1ccc(NC(C)=O)cc1	-2	14	-7	-9	-7	-3	-0.3	-3	-2	-9
CCOC(=O)CSc1nc2c(c(=O)n1-c1ccc(OCC)cc1)SCC2	13	-3	-5	-1	-7	-2	1.6	-1	-2	3
CC(C)(C)CN1CCNC(=O)C1CC(=O)NCCc1cnn(-c2ccccc2)c1 (stereo unspecified)	-7	4	0	-2	2	-13	-3.3	2	-1	3
CCN1CCN(c2nc(Nc3cccc(F)c3)nc(N)c2[N+](=O)[O-])CC1	6	-3	0	-4	-11	-5	0.7	5	1	-3
Cc1cc(NC(=O)CSc2c(C)[nH]c3ccccc23)no1	-5	0	2	5	-1	2	-3.6	3	-4	5
COC(=O)c1ccccc1OC(=O)c1ccc(Br)o1	2	-5	-5	-1	-6	4	-1.7	-1	1	-5
Cc1c(C(=O)NCCc2ccc(Cl)cc2)sc2nc3n(c(=O)c12)CCC3	-8	-1	-1	-3	-11	-2	-2.8	2	1	0
CC(=O)Nc1ccc(C2(c3ccc(NC(C)=O)cc3)C(=O)Nc3ccccc32)cc1	0	2	-4	1	12	-3	1.5	-1	-5	-7
COc1ccc(C(C)(NC(C)=O)c2nc(-c3cccc(F)c3)cs2)cc1 (stereo unspecified)	0	1	-6	-3	0	nt	-0.4	-2	-6	-9
COc1ccc(NC(=O)CO/N=C2\CCCc3nonc32)cc1	0	4	-2	-11	2	0	-2.9	0	-1	-3
CCOC(=O)c1ccc(NC(=O)CN(C)S(=O)(=O)c2ccc(Br)s2)cc1	10	1	1	-1	5	-21	-0.9	0	-5	-10
Cc1cccc(NC(=O)c2cccc(N3C(=O)C4CCC(C)CC4C3=O)c2)c1C (stereo unspecified)	-2	-5	3	3	3	0	-0.6	4	-2	-4
CCCCOc1cccc(NC(=O)CSc2nccn2C)c1	2	-5	5	3	-2	1	0.8	2	1	2
Cc1c(C(=O)Nc2ccc(Nc3ccccc3)cc2)cccc1[N+](=O)[O-]	-2	6	3	0	8	26	-0.9	-3	-1	-2
CCOC(=O)c1sc2nc3c(SCCC#N)cc(C(=O)c4cc(F)ccc4O)cn3c(=O)c2c1C	-4	9	3	11	-3	-24	0.3	1	-1	0
Cc1ccc(C)c(S(=O)(=O)Nc2ccc(C(=O)NCCCN3CCCC3=O)cc2)c1	-2	-7	-5	1	2	3	0.1	-2	-2	-7
CCc1nc(CNC(=O)c2cc(OC)c(OC)c(OC)c2)no1	5	-3	-5	-1	2	1	-2.3	-3	2	-1
CN(C)c1nc(-c2ccccc2)ns1	-7	-2	1	4	4	1	-1.3	2	5	-3
CC(=O)Nc1ccc(C(=O)NNS(=O)(=O)c2ccc(C)cc2)cc1	-4	0	-1	1	-2	nt	-2.3	-4	1	-5
CC(OC(=O)c1cccs1)C(=O)NCC1CCCO1 (stereo unspecified)	9	3	2	-4	4	4	0.3	1	4	0
CCCCC(=O)Nc1cc(OCC)c(NC(=O)c2ccccc2[N+](=O)[O-])cc1OCC	-8	2	-1	-2	-8	7	-1.0	-6	-5	-11
CCc1cc2ccc(C)cc2nc1SCC(=O)c1ccc(NC(C)=O)cc1	8	1	nt	nt	11	-13	-1.1	nt	-1	-10
CCCc1cc(=O)[nH]c(SCC(=O)Nc2nc3ccc(OCC)cc3s2)n1	10	49*	-4	4	-4	-22	2.1	1	1	-2
O=C(Cn1cnc2c(cnn2-c2ccc(F)cc2)c1=O)NCC1CCCO1 (stereo unspecified)	6	1	1	-2	12	2	0.4	3	0	0
O=C(Cc1cccc2ccccc12)NCCc1ccccc1	-3	-5	2	-2	-1	0	-2.7	-2	0	3
O=C(CCCc1ccccc1)N1CCc2ccccc21	-5	-1	2	5	-6	-4	0.1	2	5	-2
C=CCOc1cccc(CNc2cccc(C(=O)O)c2)c1	0	7	3	0	1	0	-3.4	0	4	6
CCn1nnc(NC(=O)C(C)Oc2ccc(Cl)cc2Cl)n1 (stereo unspecified)	-4	-3	-2	4	1	-10	-1.7	1	4	1
COC(=O)c1c(NC(=O)c2cnccn2)sc2c1CCC2	14	3	-3	-7	12	-2	-0.5	-5	-1	9
COc1ccc(C(=O)Nc2ccc(NC(=O)c3ccco3)cc2)cc1	6	0	-2	-1	4	-3	-0.4	1	2	6
O=C(CSc1ccc(F)cc1)Nc1ccc(N2CCOCC2)c(Cl)c1	7	-7	0	7	17	-1	-0.6	2	-4	1
CCOC(=O)C1=NOC(C(=O)NCc2ccccc2)(C(=O)c2ccc(OC)cc2)C1 (stereo unspecified)	nt	7	7	-8	nt	nt	nt	-1	-3	-9
COCCN(C)C(=O)CCc1nnc(Cc2ccc(-c3ccccc3)cc2)o1	11	-7	3	2	-11	-3	1.9	3	-3	3
Cc1cc(C)c2c3c(sc2n1)C(=O)N(c1ccccc1)CC(=O)N3	9	-2	-1	1	-6	2	-1.5	-2	1	-2
CN1C(=S)NC(C)(C)CC1(C)c1ccc(O)cc1O (stereo unspecified)	6	-4	6	-3	-16	11	1.9	-5	-2	-2
Cc1ccc(C(=O)Nc2c3c(nn2-c2ccccc2)CS(=O)(=O)C3)cc1C	14	2	0	1	-5	5	-0.1	1	-3	2
Cc1cc(C)c(S(=O)(=O)c2ccccc2)c(N2CCOCC2)n1	-4	1	2	0	4	9	-3.2	0	-2	0
Clc1ccc(-c2nnc(CCc3ccccc3)o2)c(Cl)c1	-2	-3	nt	nt	-20	-14	-0.2	nt	6	0
CNC(=O)c1ccsc1NC(=O)CCS(=O)(=O)c1ccc(Cl)cc1	10	3	6	1	7	-6	-1.3	-3	3	-6
COc1cccc(/C=N/Nc2ccc(S(=O)(=O)Nc3ccccc3C(=O)O)cc2[N+](=O)[O-])c1O	-11	94*	-3	1	17	41*	1.1	6	-1	70*
Cc1ccccc1CCNC(=O)c1cc(C2CC2)nc2c1cnn2C(C)C	5	2	5	18	4	-26	-0.9	14	-1	-19
COc1ccccc1CNC(=O)COc1ccccc1C(=O)c1cnn(-c2ccccc2)c1	2	6	-3	0	2	-45	0.7	-2	2	-7
CC(C)[C@H](NC(=O)N1CCn2c1nc1ccccc12)C(=O)NC1CCCCC1	-2	-4	-4	2	-2	-6	0.7	1	-1	-4
COc1cccc(C2=Cc3ccc(F)cc3C(CC(C)=O)N2c2ccc(-c3cc(OC)c(OC)c(OC)c3)cc2)c1 (stereo unspecified)	7	10	0	0	4	nt	-1.0	0	-2	0
COc1ccc(CNc2ccccn2)c(O)c1	8	0	5	-4	2	9	1.7	-4	-3	-1
COC(=O)c1ccccc1S(=O)(=O)N1CCC(C(=O)Nc2ccc(N3CCOCC3)cc2)CC1	1	4	-3	-3	-3	4	-1.9	0	-4	-1
Cn1c(Cc2ccccc2)nnc1SCc1cc(=O)n2ccsc2n1	-8	-3	0	2	1	4	-1.3	-2	-2	-1
O=C(O)c1nc(NCc2ccccc2)ncc1Cl	9	0	-3	3	-5	4	-1.6	2	2	9
c1ccc2cc3c(NCCN4CCOCC4)ccnc3cc2c1	-17	9	-3	-16	6	0	-10	-13	16*	-2
C=CCNC(=O)N[C@@H](CCSC)C(=O)OC	-7	0	7	3	-1	1	-0.9	3	1	-2
O=S1(=O)N[C@H](Cc2ccccc2)COc2cc(F)ccc21	-2	3	0	0	9	nt	-0.1	3	2	0
COc1ccc(NC(=O)CSc2nc3nc(C)cc(C)c3c(=O)[nH]2)cc1OC	-8	4	-3	0	16	0	-0.1	4	-2	9
O=C1CCC(=O)N1c1ccc(-c2nc3ccccc3s2)cc1	-3	-3	3	1	1	6	-11	5	2	4

The listing continues.
molecule	ARFGAP1 inhibitor	rCAG binder	NR1D1 modulator	GC-B act	ASAP1 GAP inh	HTRA1 inh	PG9 binder	NPR1 activator	SMARCA2 activ	mABHD4 FP
COc1ccc([C@H]2CC(=O)C=C(c3ccc(C)c4ccccc34)C2)cc1	-3	9	1	-1	-5	-51	2.0	0	0	-27
CCOc1cc(NC(=O)c2ccccc2[N+](=O)[O-])c(OCC)cc1NC(=O)CC(C)C	-23	-3	-2	-1	-5	5	0.0	4	0	8
Cc1cc(SCC(=O)N2CCN(C(=O)c3ccco3)CC2)c(C)cc1Br	6	1	-2	-2	-8	-1	-0.3	-9	-5	-5
COc1ccc(-c2cnnc(N/N=C/c3ccc(OC)c(OC)c3)n2)cc1	11	1	0	-2	18	8	0.6	12	-4	13
CN(C)[C@@H]1CCC[C@@H]1OC(=O)C(c1ccccc1)c1ccccc1	-3	-5	-7	-21	0	-5	-2.4	-11	-3	11

Shown with values under each structure: part of the list above.
Results follow in this order: ARFGAP1 inhibitor, rCAG binder, NR1D1 modulator, GC-B act, ASAP1 GAP inh, HTRA1 inh, PG9 binder, NPR1 activator, SMARCA2 activ, mABHD4 FP
> O=C(O)c1nc(NCc2ccccc2)ncc1Cl
  9, 0, -3, 3, -5, 4, -1.6, 2, 2, 9
> Cn1c(Cc2ccccc2)nnc1SCc1cc(=O)n2ccsc2n1
  -8, -3, 0, 2, 1, 4, -1.3, -2, -2, -1

Source: PubChem (several laboratories)
